Compound activity from PubChem BioAssay.
MmCpn inh: M. maripaludis TRiC chaperonin inhibition; purified Mm-Cpn ATPase, ADP Transcreener TR-FRET; Potency, µM (highest dose often 76.9 µM), for the others: at the highest dose activity, negative = inhibition, actives largely listed as inhibitors; 330,000 compounds, 0.031% hits; AID 504842; note: potency is the fitted concentration of half-maximal effect; % is set by controls: 0 for no effect and ±100 for the full control effect; nearly all actives have a fitted effect of over 80% in size
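Reaction buffer contained 30 mM Tris pH 7.4, 100 mM KCl, 5 mM MgCl2 and 1 mM DTT. Mm-CPN (25 nM final) hydrolysed 10 uM ATP over 30 min at 37°C; ADP was read by HTRF.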
Nrf2 block: inhibitors of Nrf2 signaling; A549 ARE-Fluc reporter, luciferase luminescence, 18-24 h; Potency, µM (titrated, usually from 46 µM), without a hit: at the top dose activity change, negative = inhibition, actives largely listed as inhibitors; 360,000 compounds, 2.1% hits; note: potency is the fitted concentration of half-maximal effect; % is set by controls: 0 for no effect and ±100 for the full control effect; nearly all actives have a fitted effect of over 60% in size
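Quantitative HTS in A549 cells stably bearing an antioxidant response element-firefly luciferase construct. Inhibition of Nrf2-driven transcription was scored by luminescence after 18-24 h of compound exposure at 37 °C.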
A549 viability: A549 cytotoxicity, counter-screen for Nrf2 inhibitors | A549 ARE-Fluc cells, CellTiter-Fluor viability, 18-24 h | Potency, µM (series often up to 46 µM), for inactives: at the highest dose activity change, negative = cytotoxicity, usual class: inhibitors | 390,000 compounds, 0.16% hits | AID 504648; note: potency is the fitted concentration of half-maximal effect; % is set by controls: 0 for no effect and ±100 for the full control effect
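A549 ARE_Fluc cells in 5% FBS OPTI-MEM were exposed to compounds in concentration-response for 18-24 h at 37 deg C. Viability was read by CellTiter-Fluor fluorescence (Ex 405/Em 525) after 30 min, before the luciferase read.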
Akt phos inh: Akt phosphorylation inhibition | activity change, % for hits at 50 µM | 360,000 compounds, 0.32% hits | Neuro2A IGF-stimulated pAkt S473 HTRF, 20 min; stronger effect = lower value; in the data active = activity change below about -80%; inconclusive = mostly about -51% to -80%; note: % is set by controls: 0 for no effect and ±100 for the full control effect
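Neuro2A cells in DMEM with 0.5% FBS, overnight at 37 deg C, given compound at single 50 µM final, then IGF (6 nM final) for 20 min at 37 deg C. Lysed; phospho-Akt Ser473 by HTRF after 24 h, 665/615 ratio.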
CCT chaperon mod: cytosolic chaperonin activity modulation; purified chaperonin ATPase assay, HTRF ADP detection, 30 min; 360,000 compounds, 0.3% hits; AID 651819; activity change, % (no concentration beside the values), hits read low; in the data active = activity change below about -30%; note: % is set by controls: 0 for no effect and ±100 for the full control effect
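ATPase activity: ADP formed was measured by HTRF Transcreener (665/615 nm ratio) after 30 min at 37 deg C with 10 uM ATP. Compounds screened at one 76 uM concentration against 40 or 20 nM TRiC in Tris pH 7.4/KCl/MgCl2/DTT buffer.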
TGFb inhibitor: TGF-b pathway inhibition. HepG2 CAGA-GFP TGF-b/SMAD3 reporter, GFP fluorescence, 18 h; TGF-beta stimulated, 500 pg/mL final. Potency, µM (titrated, usually from 46.1 µM), for inactives: top-dose activity, negative = inhibition, actives largely listed as inhibitors. 410,000 compounds, 1.2% hits. AID 588855; note: potency is the fitted concentration of half-maximal effect; % is set by controls: 0 for no effect and ±100 for the full control effect; nearly all actives have a fitted effect of over 65% in size
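Smad-responsive CAGA-GFP expression was quantified in HEPG2 cells exposed to compounds and 500 pg/mL final TGF-beta for 18 h at 37 degrees C; unstimulated wells defined full inhibition.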
Nrf2 ARE act: activates Nrf2 signaling. AREc32 ARE-luciferase reporter (MCF7-derived line), luminescence, 24 h. 410,000 compounds, 0.31% hits. Potency, µM (doses to about 46.1 µM), for inactives: at the top dose activation, most hits filed as activators; note: potency is the fitted concentration of half-maximal effect; % of control where 0% means no effect; nearly all actives have a fitted effect of over 65% in size
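Quantitative high-throughput format: AREc32 reporter cells, 1000 per well, received compound by pin transfer and were incubated 24 hr at 37 deg C, 5% CO2, before Steady-Glo luminescence detection.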
EPAC2 agonist: EPAC2 (human) agonism. EPAC2 activation, biochemical qHTS; response scale: 100% = 6.5 mM cAMP response. Q8WZA2. 360,000 compounds, 0.079% hits. Potency, µM (highest dose often 154 µM), inactives show top-dose activation, hits mostly activators; note: potency is the fitted concentration of half-maximal effect; nearly all actives have a fitted effect of over 50% in size
Target sequence (Q8WZA2 whole entry, looked up): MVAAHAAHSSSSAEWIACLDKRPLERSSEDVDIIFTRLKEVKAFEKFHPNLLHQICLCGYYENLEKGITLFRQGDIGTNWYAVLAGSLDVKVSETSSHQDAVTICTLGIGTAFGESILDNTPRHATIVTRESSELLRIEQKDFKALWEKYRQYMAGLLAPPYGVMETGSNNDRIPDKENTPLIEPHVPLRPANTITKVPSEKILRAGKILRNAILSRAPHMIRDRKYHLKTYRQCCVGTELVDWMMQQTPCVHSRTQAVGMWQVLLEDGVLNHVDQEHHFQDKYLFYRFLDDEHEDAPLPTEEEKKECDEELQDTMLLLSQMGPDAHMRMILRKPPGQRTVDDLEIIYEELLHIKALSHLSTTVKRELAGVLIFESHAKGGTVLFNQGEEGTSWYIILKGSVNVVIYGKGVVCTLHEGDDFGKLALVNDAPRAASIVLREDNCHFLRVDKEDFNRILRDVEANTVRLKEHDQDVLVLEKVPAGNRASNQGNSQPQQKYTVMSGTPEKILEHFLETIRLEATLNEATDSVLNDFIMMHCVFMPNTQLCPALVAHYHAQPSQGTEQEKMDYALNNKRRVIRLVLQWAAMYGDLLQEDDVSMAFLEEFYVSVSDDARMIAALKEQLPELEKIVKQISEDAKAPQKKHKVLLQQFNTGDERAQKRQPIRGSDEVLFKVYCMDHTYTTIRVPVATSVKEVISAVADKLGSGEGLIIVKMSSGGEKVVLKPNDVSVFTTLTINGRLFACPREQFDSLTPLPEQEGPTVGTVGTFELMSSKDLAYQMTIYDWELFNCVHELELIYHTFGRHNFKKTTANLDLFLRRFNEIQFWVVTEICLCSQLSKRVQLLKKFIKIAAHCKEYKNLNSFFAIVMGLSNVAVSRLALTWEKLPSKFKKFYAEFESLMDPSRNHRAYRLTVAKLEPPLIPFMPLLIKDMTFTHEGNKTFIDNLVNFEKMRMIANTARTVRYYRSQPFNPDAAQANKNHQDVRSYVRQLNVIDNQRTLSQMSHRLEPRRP
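In this primary screen, activation is scored as increased exchange of BODIPY-GDP from Rap1B by 100 nM EPAC2, with 50 uM GDP as competitor. Signal is normalized to the 6.5 mM cAMP agonist control.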
EPAC2 antagonist: blocks human EPAC2 exchange factor; EPAC2 GEF exchange of Rap1B-BODIPY-GDP, fluorescence; Potency, µM (top dose mostly 114 µM), inactives show top-dose activity, negative = inhibition, hits mostly inhibitors; AID 720708; 360,000 compounds, 0.18% hits; Q8WZA2; note: potency is the fitted concentration of half-maximal effect; % is set by controls: 0 for no effect and ±100 for the full control effect; nearly all actives have a fitted effect of over 45% in size; many of its hits are not listed in these tables
* marks the source's active call; other numbers are inactive results; i = inactive; ? = inconclusive; / = no result given; [ ] = dose if it differs, or a comment. Unless noted, calls come from the whole dose curve; as a rule, active = well fitted curve in the direction sought with a large enough effect; inconclusive = small, poorly fitted or top-dose-only effect, or another doubt; inactive = no such curve, though single readings can be large; an effect the other way counts as inactive or inconclusive. This is a subset; the hit share may differ from the screen's.

#1 O=c1c2ccccc2cnn1Cc1n[nH]c(=S)n1-c1ccccc1F
#2 CC(C)Oc1ccc(CNC(=O)Cn2ncn3nc(-c4cccs4)cc3c2=O)cc1
#3 CC(C)Cc1nc2sc3c(=O)[nH]cnc3c2c2c1CCC2
#4 COc1ccc(/C=C/C(=O)Nc2cc(C(F)(F)F)ccc2Cl)cc1OC
#5 CSc1nc(N2CCOCC2)cc(N2CCOCC2)n1
#6 Cc1ccc(OCC(=O)NC(=S)Nc2ccccn2)c(Br)c1
#7 O=C(NCc1ccc2c(c1)OCO2)Nc1ccc2ccccc2c1
#8 COc1ccc(-c2cn3nc(N4CCCC(C(=O)Nc5ccccc5OC)C4)sc3n2)cc1 (configuration not stated)
Assay by compound	1	2	3	4	5	6	7	8
MmCpn inh	-1.4%	/	-3.2%	-2.6%	1.8%	0.7%	-6.0%	/
Nrf2 block	-28.1%	-16.0%	-4.7%	?	-16.5%	?	?	?
A549 viability	0.2%	11.5%	10.2%	-4.8%	14.4%	0.8%	8.7%	3.7%
Akt phos inh	i	/	i	i	i	i	i	/
CCT chaperon mod	-0.8	/	-3.7	-3.4	-6.1	-0.3	0.7	/
TGFb inhibitor	-5.0%	7.9%	-15.4%	12.0%	15.7%	17.4%	-3.6%	?
Nrf2 ARE act	-0.1%	2.6%	2.1%	2.3%	3.7%	3.0%	-0.1%	2.4%
EPAC2 agonist	1.5%	/	5.3%	-0.6%	14.2%	2.1%	9.0%	/
EPAC2 antagonist	-1.7%	/	-17.8%	-12.2%	-3.9%	18.0%	-15.6%	/

#9 COc1ccc(CNC(=O)C2CC=CCC2C(=O)O)cc1OC (configuration not stated)
#10 COc1cc(/C=C2\SC(N)=NC2=O)cc(Br)c1O
#11 Cc1ccc(-c2csc(C(C#N)=C3CCCC3)n2)cc1
#12 COc1cc2c(c3oc(=O)cc(CC(=O)O)c13)CCC(C)(C)O2
#13 CN(Cc1ccc(F)cc1)C(=O)c1ccc(NC(=O)CC2SC(N3CCCC3)=NC2=O)cc1 (configuration not stated)
#14 CC1=C(CC(=O)NCC(=O)NCC(=O)O)c2cc(F)ccc2/C1=C/c1ccc(S(C)=O)cc1 (configuration not stated)
#15 CC(C(=O)Nc1cccc(C#N)c1)N(C)CCOc1ccccc1 (configuration not stated)
#16 O=C1c2[nH]nc(-c3ccccc3O)c2C(c2ccc(Cl)cc2)N1Cc1ccco1 (configuration not stated)
Assay by compound	9	10	11	12	13	14	15	16
MmCpn inh	0.9%	-8.6%	0.3%	?	-1.4%	1.5%	?	/
Nrf2 block	/	-5.8%	?	-15.9%	-17.1%	2.5%	2.0%	-3.8%
A549 viability	-4.8%	-19.9%	5.5%	-0.9%	-2.5%	0.3%	2.4%	-22.3%
Akt phos inh	i	i	i	i	i	i	i	/
CCT chaperon mod	-1.6	0.8	0.1	1.9	0.3	0.5	1.2	/
TGFb inhibitor	-4.5%	39.5%[activator]	22.1%	1.8%	15.4%	3.1%	-11.7%	?
Nrf2 ARE act	-0.3%	9.5%	4.1%	2.7%	0.0%	-0.3%	0.0%	0.1%
EPAC2 agonist	19.7%	13.2%	-1.0%	1.5%	-0.4%	2.5%	8.0%	/
EPAC2 antagonist	-8.2%	-5.3%	-2.0%	?	1.1%	1.9%	-5.1%	/

#17 Cc1[nH]c2ccccc2c1SCCNC(=O)c1ccccc1F
#18 COC(=O)c1cc(Cl)ccc1NC(=O)Cn1c(C)cc(C)c(C#N)c1=O
#19 CCOC(=O)C1CCCN(c2ncnc3c2cnn3-c2ccc(Cl)cc2)C1 (configuration not stated)
#20 CCN(CC(=O)Nc1cc(Cl)ccc1C)C(=O)COc1ccccc1F
#21 CCS(=O)(=O)c1ncc(N(Cc2ccccc2)Cc2ccco2)c(C(=O)Nc2cccc(Cl)c2C)n1
#22 CCOC(=O)c1c(N2C(=O)CC(Sc3ccccc3C(=O)O)C2=O)sc(C)c1C (configuration not stated)
#23 CN(C)c1ccc(-c2noc(C3CCN(S(=O)(=O)c4cccc(C(=O)O)c4)CC3)n2)cc1
#24 Cc1ccc(S(=O)(=O)N2CCCCC2)cc1NC(=O)c1ccc(=O)[nH]c1
Assay by compound	17	18	19	20	21	22	23	24
MmCpn inh	/	/	3.5%	-2.0%	/	-4.0%	-0.2%	/
Nrf2 block	-13.5%[9.27 µM]	4.5%	/	-30.0%	-8.8%	6.8%	-3.8%	/
A549 viability	0.2%	1.1%	0.8%	0.5%	5.1%	-2.6%	-6.1%	/
Akt phos inh	/	/	/	i	/	i	i	i
CCT chaperon mod	/	/	-0.8	-1.7	/	-0.4	-1.2	-1.4
TGFb inhibitor	?	-2.5%	-10.4%	2.9%	-23.8%	-1.5%	-4.6%	19.0%
Nrf2 ARE act	4.4%	-0.6%	-1.3%	-0.1%	3.3%	10.4%	-0.2%	0.3%
EPAC2 agonist	/	/	6.5%	2.4%	/	19.5%	3.6%	2.9%
EPAC2 antagonist	/	/	-7.9%	-2.3%	/	-5.2%	-0.8%	3.8%

#25 CCc1nc(C)cn1S(=O)(=O)c1cc(Br)ccc1OC
#26 NC(=O)CC(NC(=O)Cc1ccc(Br)cc1)c1ccc(NC2CC3CCC2C3)c([N+](=O)[O-])c1 (configuration not stated)
#27 Oc1c(Br)cc(Br)cc1C=NCc1ccc(F)cc1
#28 O=C(c1ccc(Cl)cc1)n1nc(-c2cccnc2)nc1NCc1ccc(F)cc1
#29 O=C(OCc1ccc([N+](=O)[O-])cc1)C1CCN(S(=O)(=O)c2ccccc2)CC1
#30 CSc1ccc(S(=O)(=O)NCCCn2ccnc2)cc1
#31 COC(=O)c1cc(Oc2ccc(C(=O)OC)cc2N)cc(C(=O)OC)c1
#32 COc1cccc(CN2CCN(C(=S)NCc3ccc(Cl)cc3)CC2)c1
Assay by compound	25	26	27	28	29	30	31	32
MmCpn inh	0.7%	-0.7%	-0.2%	/	-0.2%	-2.7%	0.0%	-3.4%
Nrf2 block	23.1µM*	18.4µM*	6.3%	?	1.9%	1.2%	6.5%	?
A549 viability	?	?	4.4%	3.3%	9.1%	-0.4%	2.3%	-9.2%
Akt phos inh	i	i	i	/	i	i	i	i
CCT chaperon mod	0.9	0.6	-2.5	/	1.2	-0.5	1.5	-1.6
TGFb inhibitor	4.7%	?	-16.8%	?	1.7%	-12.5%	0.6%	?
Nrf2 ARE act	-0.3%	-1.1%	0.2%[9.22 µM]	0.0%	-0.4%	-0.2%	-0.6%	3.7%
EPAC2 agonist	7.5%	7.0%	0.4%	/	4.8%	5.2%	19.4%	15.9%
EPAC2 antagonist	-7.6%	-14.4%	?	/	7.3%	-2.4%	-3.6%	-4.0%

Profiles, quoted from the list. Order of values: MmCpn inh	Nrf2 block	A549 viability	Akt phos inh	CCT chaperon mod	TGFb inhibitor	Nrf2 ARE act	EPAC2 agonist	EPAC2 antagonist
O=C(OCc1ccc([N+](=O)[O-])cc1)C1CCN(S(=O)(=O)c2ccccc2)CC1 as listed: -0.2%	1.9%	9.1%	i	1.2	1.7%	-0.4%	4.8%	7.3%
NC(=O)CC(NC(=O)Cc1ccc(Br)cc1)c1ccc(NC2CC3CCC2C3)c([N+](=O)[O-])c1 (configuration not stated) as listed: -0.7%	18.4µM*	?	i	0.6	?	-1.1%	7.0%	-14.4%
COc1cccc(CN2CCN(C(=S)NCc3ccc(Cl)cc3)CC2)c1 as listed: -3.4%	?	-9.2%	i	-1.6	?	3.7%	15.9%	-4.0%
CCc1nc(C)cn1S(=O)(=O)c1cc(Br)ccc1OC as listed: 0.7%	23.1µM*	?	i	0.9	4.7%	-0.3%	7.5%	-7.6%

The list continues.
#33 CC1CCCCC1NC(=O)COC(=O)CCC(=O)c1cccs1 (configuration not stated)
#34 COc1ccc(CN(C)C(=O)c2ccc(NS(=O)(=O)c3ccc(F)cc3)cc2)c(OC)c1
#35 CCCCNc1cc(NC(C)=O)cc2cc(OC)c(OC)cc12
#36 CCOC(=O)C(=CNc1ccc2c(c1)c1ccccc1n2CC)C(=O)OCC
#37 CCOc1ccc(Nc2nc3ccccc3c3nnc(CC)n23)cc1
#38 CCN(CC)S(=O)(=O)c1ccc(NCc2ccccn2)nc1
#39 O=C1NC(=O)C(=C2CCCCCC2)S1
#40 CCc1cc(CNC(=O)CC2C(=O)NCCN2CC2CCCCC2)on1 (configuration not stated)
#41 Cc1cc(C(=O)COC(=O)c2ccc(CO)cc2)c(C)n1CC1COc2ccccc2O1 (configuration not stated)
#42 O=C(CSc1ncccc1C(=O)O)NC1CCCCCCC1
Assay by compound	33	34	35	36	37	38	39	40	41	42
MmCpn inh	-3.0%	2.4%	-3.6%	-8.2%	/	?	-0.3%	2.9%	-10.6%	0.4%
Nrf2 block	4.9%	-27.7%	-6.3%	?	?	-7.4%	0.8%	3.9%	-18.2%	6.9%
A549 viability	7.9%	-10.4%	-3.6%	-7.0%	1.3%	0.6%	0.5%	-0.4%	-4.6%	0.0%
Akt phos inh	i	i	i	i	/	i	i	i	i	i
CCT chaperon mod	-1.8	0.7	2.2	-2.0	/	0.6	-0.1	-0.2	-0.7	-0.9
TGFb inhibitor	9.1%	0.0%	10µM*	?	13.1%	-2.2%	22.6%	24.1%	-6.2%	1.4%
Nrf2 ARE act	-1.4%	0.2%	22.0%	-0.4%	0.9%	-1.3%	4.4%	-0.1%	0.9%	-0.2%
EPAC2 agonist	4.8%	12.7%	-3.7%	10.0%	/	10.0%	1.3%	-17.0%	1.1%	8.4%
EPAC2 antagonist	-16.0%	-12.8%	3.5%	-9.3%	/	0.4%	3.4%	-24.9%	-14.5%	-4.5%
